Source: PubChem
Cycloheximide cs: affects cycloheximide protein synthesis inhibition readout, counter-screen; hit rate 12% among 300,000; cell reporter, cycloheximide protein synthesis inhibition counterscreen; max response, %; in the data active means max response mostly above about 13%, no sharp cut-off; inactive means mostly below about 14%; further: read at 38.3 µM for the half of the compounds with a filed dose; 0% is about no effect
Pf growth 48h: P. falciparum growth inhibition at 48 hours (one generation); P. falciparum luciferase growth in erythrocytes, 48 h; Potency, µM (highest dose often 28.7 µM), for inactives: top-dose activity change, negative = inhibition, hits mostly inhibitors; hit rate 5.9% among 310,000; further: potency means the concentration at half of the fitted maximal effect; on the % scale 0 is the no-effect control and ±100 the full control effect
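Luciferase-expressing P. falciparum in infected erythrocytes (2% hematocrit, 0.1% parasitemia final) in RPMI 1640/0.5% Albumax were exposed to compound for 48 hours at 37 C, 5% CO2; growth read as luminescence.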
Pf growth 96h: P. falciparum growth inhibition at 96 hour, primary screen for plastid delayed-death inhibitors | P. falciparum luciferase reporter growth, 96 h | Potency, µM (top dose mostly 28.7 µM), inactives show top-dose activity change, negative = inhibition, most hits filed as inhibitors | hit rate 6.9% among 320,000 | AID 504834; further: potency means the concentration at half of the fitted maximal effect; on the % scale 0 is the no-effect control and ±100 the full control effect
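Cell-based qHTS: luciferase-tagged P. falciparum in erythrocytes (2% hematocrit, 0.05% parasitemia final) incubated with compounds for 96 hours, 37 C, 5% CO2; luciferase detection reagent then added and luminescence measured.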
Tb PYK inh: inhibitors of Trypanosoma brucei pyruvate kinase; TbPYK enzyme, Kinase-Glo Plus ATP luminescence, 45 min; Potency, µM (titrated, usually from 76.8 µM), inactives show at the highest dose activity, negative = inhibition, hits mostly inhibitors; hit rate 0.12% among 410,000; further: potency means the concentration at half of the fitted maximal effect; on the % scale 0 is the no-effect control and ±100 the full control effect; nearly all actives have a fitted effect of over 50% in size
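Screened from lowest to highest concentration, compounds were pinned into TbPYK/substrate mixtures, and ADP (130 uM final) was added. Plates sat at room temperature for 45 min prior to Kinase-Glo Plus detection by luminescence.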
LmPK inhibitor: inhibitors of Leishmania mexicana pyruvate kinase; hit rate 0.37% among 290,000; Q27686; Potency, µM (doses to about 57.5 µM), without a hit: top-dose activity change, negative = inhibition, hits mostly inhibitors; AID 1721; purified LmPK, Kinase-Glo ATP luminescence, 1 h; further: potency means the concentration at half of the fitted maximal effect; on the % scale 0 is the no-effect control and ±100 the full control effect
Target sequence (Q27686 whole entry, looked up): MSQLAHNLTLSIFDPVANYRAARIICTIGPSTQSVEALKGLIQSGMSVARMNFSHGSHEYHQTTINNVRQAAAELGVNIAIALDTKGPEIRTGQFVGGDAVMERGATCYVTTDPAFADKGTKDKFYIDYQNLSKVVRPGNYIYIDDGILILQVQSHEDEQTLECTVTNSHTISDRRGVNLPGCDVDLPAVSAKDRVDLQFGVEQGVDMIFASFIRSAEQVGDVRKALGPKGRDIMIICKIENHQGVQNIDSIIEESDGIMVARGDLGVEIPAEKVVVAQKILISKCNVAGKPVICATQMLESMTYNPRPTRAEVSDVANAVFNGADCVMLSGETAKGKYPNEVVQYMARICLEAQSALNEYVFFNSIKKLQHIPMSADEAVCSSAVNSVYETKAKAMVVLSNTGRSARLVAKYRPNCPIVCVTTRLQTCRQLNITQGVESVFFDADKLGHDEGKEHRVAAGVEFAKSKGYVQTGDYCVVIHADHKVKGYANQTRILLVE
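Kinase-Glo luminescence read after 1 h RT reaction of 0.1 nM LmPK with 0.5 mM PEP and 0.1 mM ADP. Activity scaled between uninhibited and enzyme-free controls.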
Shiga inhibitor: blocks Shiga toxin action in Vero cells | AID 2315 | Vero cells, Shiga toxin protein synthesis inhibition reporter | inhibition, % at 38.7 µM | hit rate 9.2% among 290,000; in the data active means inhibition mostly above about 28%, no sharp cut-off; inactive means mostly below about 43%; further: 0% is about no effect
HCV inh: blocks hepatitis C virus; Huh7.5.1 HCVcc-Cre infection, luciferase reporter, 44 h; hit rate 3.4% among 340,000; AID 651820; Potency, µM (highest dose often 41.8 µM), for inactives: at the top dose activity change, negative = inhibition, actives largely listed as inhibitors; further: potency means the concentration at half of the fitted maximal effect; on the % scale 0 is the no-effect control and ±100 the full control effect
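Antiviral activity was scored by luciferase reporter output from cells infected with HCVcc-Cre (~0.5 moi) in presence of compound, 44 h infection period, cells seeded 1,000/well 4 h prior.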
* marks the source's active call; other numbers are inactive results; ? = inconclusive; . = not tested or not shown; [ ] = dose if it differs, or a comment. Unless noted, the call rests on the fitted dose curve; in most records, active means well fitted curve in the direction sought with a large enough effect; inconclusive means small, poorly fitted or top-dose-only effect, or another doubt; inactive means no such curve, though single readings can be large; an effect the other way counts as inactive or inconclusive.

SMILES | Cycloheximide cs | Pf growth 48h | Pf growth 96h | Tb PYK inh | LmPK inhibitor | Shiga inhibitor | HCV inh
CCc1c(C)nc2cc(-c3ccc(OC)cc3)[nH]n2c1=O | 32* | ? | 10% | 9% | 12% | 130* | ?
CC(=O)c1ccc(NC(=O)CCOc2cc(C)ccc2C)cc1 | 41* | 29% | 50%[activator] | 0% | 5% | 115* | -15%
O=C(Nc1ccccc1C(=O)N1CCN(Cc2ccccc2)CC1)c1ccc(F)cc1 | -5 | ? | -27% | -7% | -4% | -5 | 7%
O=C(Nc1nnc(CCc2ccccc2)s1)c1ccco1 | 13 | 36%[activator] | . | 1% | 0% | 39 | ?
CCCCN(C1CCS(=O)(=O)C1)S(=O)(=O)c1ccc(OC)c(OC)c1 (configuration not stated) | . | 19% | 10% | 1% | . | . | -21%
CN1CCN(CCCCC(=O)c2ccccc2)CC1 | -1 | 12% | 206%[activator] | 2% | -6% | 24 | 0%
Cc1oc2ccc(OCc3ccc(F)cc3Cl)cc2c1C(=O)O | -2 | -2% | 0% | 1% | 5% | 34 | 11%
COc1ccc2oc(=O)c(C(=O)NCc3ccc(F)cc3)cc2c1 | 1 | -4% | -9% | -7% | -11% | -6 | -4%
COc1cccc(/C=N/NC(=O)C(=O)NCc2ccco2)c1OC | 10 | 9% | ? | -1% | -5% | -1 | 2%
CCOC(=O)C(Cc1c(F)cccc1Cl)c1ccnc2nc(N)nn12 (configuration not stated) | 11 | -8% | 10% | 4% | -3% | -25 | 4%

Three entries drawn at random from those above:
SMILES | Cycloheximide cs | Pf growth 48h | Pf growth 96h | Tb PYK inh | LmPK inhibitor | Shiga inhibitor | HCV inh
CCCCN(C1CCS(=O)(=O)C1)S(=O)(=O)c1ccc(OC)c(OC)c1 (configuration not stated) | . | 19% | 10% | 1% | . | . | -21%
CC(=O)c1ccc(NC(=O)CCOc2cc(C)ccc2C)cc1 | 41* | 29% | 50%[activator] | 0% | 5% | 115* | -15%
CCOC(=O)C(Cc1c(F)cccc1Cl)c1ccnc2nc(N)nn12 (configuration not stated) | 11 | -8% | 10% | 4% | -3% | -25 | 4%

Carrying on.
SMILES | Cycloheximide cs | Pf growth 48h | Pf growth 96h | Tb PYK inh | LmPK inhibitor | Shiga inhibitor | HCV inh
COc1cccc(NC(=O)c2ccccc2-c2ccccc2C(=O)O)c1 | -2 | -1% | 28% | -21% | 6% | . | 2%
CCOC(=O)c1ccc(NS(=O)(=O)c2cc(-c3nnnn3CC)ccc2OC)cc1 | -5 | -29% | ? | 1% | -7% | -1 | 0%
COc1ccc(C2C(C(=O)NCc3ccco3)CCC(=O)N2c2ccc(OC)cc2)cc1 (configuration not stated) | 1 | 20% | ? | 0% | -1% | -22 | 3%
CCn1c(-c2cc(-c3ccc(C)cc3)nc3ccccc23)n[nH]c1=S | 16* | ? | 17µM* | ? | 4% | 21 | 14%
COc1ccc(O)c(C=Nc2cc(C)on2)c1 | -1 | . | . | 2% | -10% | -15 | 7%
Cc1cccc(N(C)S(=O)(=O)c2csc(C(N)=O)c2)c1 | 3 | -11% | 0.66µM* | 3% | 6% | -12 | 7%
COCCNCC(=O)Nc1nc(C)cs1 | 2 | 15% | 25% | 17% | -5% | -3 | 7%
Cc1nc(C)c(-c2csc(NCc3ccccc3)n2)s1 | 33* | ? | -9% | 5% | 9% | 31 | ?
C=CCn1c(SCC(=O)Nc2cc(C)ccc2C)nnc1-c1cnccn1 | 11 | ? | 0% | 0% | 0% | -7 | 14%
COc1ccc(C(=O)NCCn2ccc3ccccc32)c(OC)c1 | 38* | 13% | 78%[activator] | -4% | 0% | 42 | -27%
CCCC1Cc2c(sc3ncnc(N)c23)CO1 (configuration not stated) | 2 | . | ? | -25% | 0% | -4 | -16%
CCOC(=O)c1cnn(-c2nc(OCC)cc(OCC)n2)c1C | 0 | ? | ? | 2% | -9% | -6 | -26%
CC1=NNC(=O)C1Cc1ccccc1C (configuration not stated) | 1 | . | -7% | 2% | 1% | 12 | 18%
CCCC(=O)N(CCN1CCOCC1)c1nc2cc(C)c(C)cc2s1 | 51* | 149%[activator] | 88%[activator] | 4% | -10% | 91* | 7%
O=C(C1COc2ccccc2O1)N1CCN(S(=O)(=O)c2cc(F)ccc2F)CC1 (configuration not stated) | . | -17% | -47% | 1% | . | . | 6%
O=S(=O)(NCc1cn2ccccc2n1)c1cc(F)ccc1F | 8 | -15% | 22% | 2% | -4% | -7 | 1%
CC(=O)N/N=C/c1c(C)[nH]n(-c2ccccc2)c1=O | -5 | ? | 44%[activator] | -2% | -3% | 7 | 6%
CC(C)(C)c1ccccc1OCC(=O)Nc1ccccc1C(=O)NCc1cccnc1 | 0 | ? | 1% | 2% | -5% | -3 | ?
COc1ccc(OCC(=O)Nc2ccc(C(=O)Nc3ccccc3C(=O)O)cc2)cc1 | 6 | -8% | 13% | -6% | -5% | 3 | 8%
CCN1CCC(Nc2ccnc3cc(Cl)ccc23)CC1 | -1 | 0.033µM* | 0.0041µM* | -5% | -4% | 3 | -2%

Compound profiles (already shown). Order of screens: Cycloheximide cs | Pf growth 48h | Pf growth 96h | Tb PYK inh | LmPK inhibitor | Shiga inhibitor | HCV inh
CC(C)(C)c1ccccc1OCC(=O)Nc1ccccc1C(=O)NCc1cccnc1 is listed as 0 | ? | 1% | 2% | -5% | -3 | ?
CC1=NNC(=O)C1Cc1ccccc1C (configuration not stated) is listed as 1 | . | -7% | 2% | 1% | 12 | 18%

(further entries)
SMILES | Cycloheximide cs | Pf growth 48h | Pf growth 96h | Tb PYK inh | LmPK inhibitor | Shiga inhibitor | HCV inh
CCn1c2ccccc2c2cc(NC(=O)CN(C)CC(=O)Nc3ccc(N4CCOCC4)cc3)ccc21 | -5 | -17%[1.15 µM] | 15µM* | -1% | 1% | 1 | 11µM*
Cc1ccc(OC(=O)c2ccc3snnc3c2)cc1 | 12 | 40%[activator] | 0% | -4% | 0% | -4 | 21%
CC1Cc2ccccc2N1C(=O)CSc1nnc(-c2ccc(S(=O)(=O)N3CCCC3)cc2)o1 (configuration not stated) | -5 | ? | -4% | 0% | 4% | -8 | ?
COCCCn1c(C(=O)N2CC(C)OC(C)C2)cc2c(=O)n3ccccc3nc21 (configuration not stated) | -1 | 18% | -2% | 5% | -1% | -6 | 1%
Cc1ccc(C(=O)O)cc1NC(=S)NC(=O)Cc1ccccc1 | -3 | -7% | 46%[activator] | -1% | -3% | -10 | 5%
c1cncc(CSc2nnc3ccc(-c4ccco4)nn23)c1 | 2 | ? | 16% | 12% | 11% | -11 | 9%
Cc1ccccc1NC(=O)Cc1nnc(NC(=O)Nc2ccccc2F)s1 | -2 | 9% | 20% | -2% | 3% | -1 | -9%
COc1ccc(N2CCN(S(=O)(=O)c3ccc4c(c3)N(C(C)=O)CCO4)CC2)cc1 | 2 | 4% | ? | 0% | -6% | -9 | 11%
COCc1[nH]c(=S)[nH]c(=O)c1C | -1 | 6% | 3% | -12% | 1% | 9 | 2%
N#CC1(NC(=O)Cn2cc(C(F)(F)F)cc(Cl)c2=O)CCCCC1 | -3 | -4% | 4% | -4% | 0% | -4 | 18%
Cc1ccc(N2C(N)=C(C#N)C(c3ccsc3)C3=C2CC(C)(C)CC3=O)cc1 (configuration not stated) | -10 | ? | -20% | -9% | 1% | -21 | 13µM*
CS(=O)(=O)N1CCN=C1SCc1ccccc1 | -4 | 25% | ? | 8% | -7% | -9 | 1%
Cc1ccccc1NS(=O)(=O)c1ccc(C(=O)NNC(=O)c2ccccc2O)cc1 | . | ? | -5% | 1% | . | . | ?
COC(=O)c1c(-c2cccs2)csc1NC(=O)CN1CCOCC1 | -1 | ? | 22% | -13% | 0% | -3 | ?
Cc1ccccc1C(=O)NC1CCN(CC(=O)NC2CCCCC2)CC1 | 0 | 5% | -9% | -1% | 0% | -5 | 0%
O=C(CC(=O)Nc1ccc(Cl)cc1)N/N=C\c1cccc(F)c1 | -6 | 2% | 10µM* | 0% | -4% | -3 | 26%
COC(=O)N/N=C\c1ccccc1OC/C=C/c1ccccc1 | 32* | ? | 9.3µM* | 0% | 3% | 39 | ?
O=C(O)CCC(=O)Nc1sc2c(c1C(=O)NCc1ccccc1)CCCC2 | -4 | -4% | -5% | 4% | -5% | 12 | -5%
O=c1c2ccccc2nc(-c2ccco2)n1-c1ccccn1 | -7 | -6% | 16% | 7% | -2% | -6 | 6%
Cc1cc(Nc2ccccc2)nc(NCc2ccccc2)n1 | 2 | 0.59µM* | ? | -5% | 5% | 17 | ?
COCCNc1ccc(N2C(=O)C3CCCCC3C2=O)cc1[N+](=O)[O-] (configuration not stated) | 17 | 23% | -24% | -7% | -7% | 32 | -6%
COc1cc(C(=O)NCc2ccc3[nH]c(C)cc3c2)cc(OC)c1OC | -3 | -27% | ? | -1% | 4% | 4 | ?
CCNC(=O)Oc1ccc[nH]c1=O | -8 | -6% | ? | 7% | -4% | -6 | 5%
CCc1cccc(NC(=O)C2CCCN(S(=O)(=O)c3cccnc3)C2)c1 (configuration not stated) | -4 | ? | ? | -3% | -6% | -6 | -20%
Cc1ccc(NS(=O)(=O)N2CCOCC2)cc1 | 8 | 22% | ? | -3% | -6% | -6 | 11%
O=C(Nc1nnc(-c2cccs2)o1)c1cc(-c2ccccc2)nc2ccccc12 | -2 | -11% | -26% | 1% | 0% | 2 | ?
CN(C(=O)CSc1ccccc1C(=O)O)C1CCCCC1 | -3 | . | -13% | 7% | 0% | -12 | 15%
CCCn1c(CN2CCN(C(=O)OCC)CC2)nc2cc(NC(C)=O)ccc21 | -2 | -9% | -12% | 1% | -1% | -2 | 7%
Cc1[nH]nc(N=CC2=C(O)CC(c3ccco3)CC2=O)c1-c1ccc(Cl)cc1 (configuration not stated) | -4 | ? | . | -11% | 1% | -11 | -27%
Cc1noc(NS(=O)(=O)c2ccc(NC(=O)C(F)(F)F)cc2)c1C | -2 | 2% | -18% | 2% | 1% | 8 | 10%
CC(=O)C1=C(O)C(=O)N(CCCn2ccnc2)C1c1ccc(Cl)cc1 (configuration not stated) | 6 | 0% | 5% | -4% | 0% | -39 | 16%
CCC(=O)N1CCc2cc(Br)cc(S(=O)(=O)CCC(=O)NCC3CCCO3)c21 (configuration not stated) | -3 | ? | ? | -1% | 4% | 3 | -1%
Cc1ccc(NC(=O)COc2cccc(-n3cnnn3)c2)cc1S(=O)(=O)N1CCOCC1 | . | 13µM* | ? | -2% | . | . | 11µM*
CC(C)c1ccc(N(CC(=O)NC2CCCCC2)C(=O)CNC(=O)c2ccco2)cc1 | -2 | -13% | 0% | -7% | -1% | -5 | -16%
Cc1ccc(C(=O)NCCNS(=O)(=O)c2ccccc2)cn1 | -3 | 13% | ? | -9% | 2% | 23 | 14%
Cc1ccc(N2C(N)=C(C#N)C(c3cc(CN4CCOCC4)cs3)C3=C2CC(C)(C)CC3=O)cc1 (configuration not stated) | -2 | ? | -7% | 7% | 5% | 30 | ?
COc1cc(NC(=O)COC(=O)c2n[nH]c3ccccc23)c(C)cc1[N+](=O)[O-] | -3 | 21% | 8% | 2% | 1% | 2 | ?
CC(=O)C(Cc1ccccc1)NC(=O)CN(C)Cc1ccccc1Cl (configuration not stated) | 14 | ? | ? | 18% | 3% | -16 | -4%
CCOc1ccccc1OCCCC(=O)N(CC)CC(=O)Nc1c(F)cccc1F | . | -28% | 7% | 0% | . | . | -8%
CC(C)c1ccc(C(=O)NCCCN2CCOCC2)cc1 | 37* | 32%[activator] | 14% | -2% | 5% | 60 | 1%
